# TRPM1 prom inh: reduces MITF-dependent TRPM1 promoter luciferase signal | SK-MEL-5 TRPM1 promoter luciferase, 24 h | inhibition, % at 12.5 µM | 330,000 tested, 0.83% active | AID 488899;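 active = mean inhibition across replicates of 60% or more, whatever share of single replicates reaches that level; inconclusive = some that reach 60%, reason not given; inactive = mean inhibition across replicates below 60%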; note: values of inactives mirror those of a sister screen read the other way
# Peg3 promoter: inhibitors of Peg3 promoter. HeLa PEG-Prom luciferase reporter, luminescence, overnight. inhibition, % at 20 µM. 360,000 tested, 1.7% active. AID 588405;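 active = inhibition of at least 50% at 20 µM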
# CF NFkB inh: blocks PAF-induced NF-kB reporter in cystic fibrosis cells. KKLEB NF-kB-GFP reporter, GFP fluorescence overnight. inhibition, % at 5 µM. 360,000 tested, 0.86% active;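 active = at least 50% inhibition at 5 µM, scaled per plate between neutral and stimulator controls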;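 note: PAF is a Pseudomonas aeruginosa culture filtrate used as stimulus; plate controls were PAF-stimulated DMSO wells for no effect and unstimulated DMSO wells for full effect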
# NR2E3 ag-1: agonists of human nuclear receptor NR2E3. Q9Y5X4. GST-NR2E3/biotin-RetCOR TR-FRET, 1536-well. inhibition of corepressor binding, % at 4.78 µM. 320,000 tested, 0.12% active. AID 2300;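 active = percent inhibition above the cutoff of mean plus 3 SD of all tested compounds, set per screening campaign, cut at about 20% in these data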;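 note: 0% = DMSO wells and 100% = biotin wells as full block of FRET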
# Target sequence (Q9Y5X4 whole entry, looked up): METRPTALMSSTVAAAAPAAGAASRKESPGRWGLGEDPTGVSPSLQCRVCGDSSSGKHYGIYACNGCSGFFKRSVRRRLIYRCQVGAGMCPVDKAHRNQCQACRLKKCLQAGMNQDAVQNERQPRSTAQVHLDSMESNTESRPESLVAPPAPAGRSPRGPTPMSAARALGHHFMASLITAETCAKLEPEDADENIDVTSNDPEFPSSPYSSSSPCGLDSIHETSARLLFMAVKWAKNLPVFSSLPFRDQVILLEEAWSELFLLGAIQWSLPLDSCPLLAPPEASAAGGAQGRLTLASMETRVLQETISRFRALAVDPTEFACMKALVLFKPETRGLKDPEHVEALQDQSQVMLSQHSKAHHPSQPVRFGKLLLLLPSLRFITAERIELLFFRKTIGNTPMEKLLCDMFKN
#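 Material: NR2E3–RetCOR corepressor complex / Amount: 1.35 nM GST-NR2E3 / Medium: Tris pH 7.5 / Compound: single nominal compound dose of 4.8 µM / Incubation: 5 h at 4 °C / Technique: TR-FRET, Eu(K)-anti-GST donor, streptavidin-D2 acceptor, ex 340, em 617/671 nm / Read-out basis: percent loss of FRET ratio relative to control wells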
# PDI inh: inhibitors of human protein disulfide isomerase; 350,000 tested, 0.052% active; AID 588391; PDI insulin aggregation turbidity, A650, 90 min; inhibition, % at 10 µM;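 active = mean inhibition across replicates of 30% or more, whatever share of single replicates reach that level; inconclusive = mean inhibition below 30% while every single replicate reaches 30%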;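 note: absorbance from insulin aggregation driven by PDI reduction with DTT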
# Target sequence (P07237 whole entry, looked up): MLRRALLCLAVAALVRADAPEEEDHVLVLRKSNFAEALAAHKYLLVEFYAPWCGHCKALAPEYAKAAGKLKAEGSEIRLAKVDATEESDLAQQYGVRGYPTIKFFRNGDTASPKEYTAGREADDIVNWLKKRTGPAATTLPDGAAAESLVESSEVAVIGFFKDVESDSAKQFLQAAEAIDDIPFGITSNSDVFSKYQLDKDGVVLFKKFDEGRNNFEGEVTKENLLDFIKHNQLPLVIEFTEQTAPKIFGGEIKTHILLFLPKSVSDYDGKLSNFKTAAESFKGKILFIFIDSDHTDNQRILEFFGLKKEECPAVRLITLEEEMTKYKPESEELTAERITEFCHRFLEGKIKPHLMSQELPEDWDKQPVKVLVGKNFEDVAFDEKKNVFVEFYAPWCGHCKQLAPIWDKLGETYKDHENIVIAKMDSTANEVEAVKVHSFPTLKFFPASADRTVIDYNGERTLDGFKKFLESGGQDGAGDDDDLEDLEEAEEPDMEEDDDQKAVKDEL
# HIF-2a block: inhibitors of HIF-2a; AID 624352; 360,000 tested, 0.72% active; 786-0 RCC cells HIF-2a reporter, luciferase luminescence, overnight; inhibition, % at 18.8 µM;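 active = inhibition of the luminescence signal of 40% or more relative to plate controls, in a single-dose primary screen at 18.75 µM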
# KKLEB cytotox: CF airway cell cytotoxicity counter-screen. activity change (cytotoxicity), % at 5 µM. 360,000 tested, 0.36% active. KKLEB CF airway cells viability, ATPlite luminescence, overnight; active compounds read low; cells stimulated with P. aeruginosa culture filtrate. AID 602141;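 active = corrected activity change at or below -50% at 5 µM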
# Vif imaging: inhibitors of HIV Vif | HEK293T cells, Vif self-association by quenched fluorescence, imaging, 24 h | inhibition, % at 7.49 µM | 340,000 tested, 0.35% active | AID 602346; in the data active = inhibition above about 50%, passing the limit was not always enough; inconclusive = no clear call, values can overlap the other calls; inactive = below about 31%; note: some results filed as inactive read as strong as hits
# CaV13 ICDI inh: Disruptors of the CACNA1D IQ motif to Ca2+-dependent inactivation inhibitor domain association, primary screening, Förster resonance energy transfer in intact living …; HEK cells, CFP/YFP FRET ICDI-IQ, plate reader, 10 min; percent FRET-ratio fall versus neutral wells; inhibition, % at 12.3 µM; 340,000 tested, 0.098% active; AID 743397;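 active = mean replicate inhibition of at least 30% and at least 1% of replicates passing that level; inconclusive = only one of the two criteria is met; inactive = neither criterion is met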;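 note: 0% = median of the neutral control wells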
# NR2E3 ag-2: human photoreceptor-specific nuclear receptor agonism; inhibition of corepressor binding, % at 3.98 µM; CHO-S Gal4-NCOR/VP16-NR2E3 two-hybrid, luciferase; 360,000 tested, 0.35% active; Q9Y5X4; AID 602229;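 active = inhibition above the mean of all tested compounds plus 3 SD, cut at about 70% in these data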;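 note: 0% = DMSO with NR2E3 transfected cells and 100% = cells lacking NR2E3 construct; higher means lower luciferase signal from less NR2E3 corepressor binding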
# Shn3 3UTR inh: inhibitors of Schnurri-3 3'UTR reporter in osteoblasts; Clone20 osteoblast Shn3 3'UTR firefly luciferase, 24 h; inhibition, % at 12.5 µM; 360,000 tested, 0.52% active; AID 588674;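 active = mean inhibition of at least 75% with every replicate also reaching 75%; inconclusive = mean inhibition at least 75% but some replicate below; inactive = mean inhibition below 75%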;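 note: 0% = median of neutral control wells and 100% = pilot-screen positive control compound; some compounds past the cut are filed as inactive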
# Active calls of the source: *; ? = inconclusive; . = not tested or not shown.
canonical_smiles	NR2E3 ag-2	Vif imaging	CaV13 ICDI inh	HIF-2a block	PDI inh	TRPM1 prom inh	Shn3 3UTR inh	Peg3 promoter	CF NFkB inh	KKLEB cytotox	NR2E3 ag-1
CC(=O)c1cccc(-c2cnc3c(NC=O)cc(-c4ccc(N5CCN(C)CC5)cc4)cn23)c1	-14.3	-1.9	-5.6	-66.9	-7.7	.	-55.7	-142.6	22.9	-26.8	.
Cc1cc(C)cc(OCC(=O)NNC(=O)CC(C)c2ccccc2)c1 (configuration not stated)	-19.4	.	-10.3	13.5	0.4	.	-16.8	5.8	20.0	4.3	.
CN(C(=O)COC(=O)CNC(=O)c1ccc2ccccc2c1)c1c(N)n(Cc2ccccc2)c(=O)[nH]c1=O	17.0	.	-3.7	-0.2	-4.3	10.8	3.8	5.0	-8.8	3.4	0.0
CCOC(=O)C(=O)CC(=O)c1ccc2c(c1)OCCO2	-1.3	8.5	-3.8	-78.6	-5.1	3.5	-9.5	-37.5	2.9	-6.8	4.8
CCCc1cc(=O)oc2c(C)c(OCC(=O)N3C[C@H]4C[C@@H](C3)c3cccc(=O)n3C4)ccc12	-8.0	-2.3	.	4.9	.	-0.2	25.3	3.9	2.5	-8.2	0.5
CCC(NC(=O)Nc1nnc(C(F)(F)F)s1)(C(F)(F)F)C(F)(F)F	104.3*	-32.6	.	27.3	-8.5	47.0	83.2	33.1	58.2*	-51.1*	4.6
O=C(COc1ccccc1)NC(=S)Nc1cccc([N+](=O)[O-])c1	-16.6	-0.6	-5.2	5.9	11.9	-12.4	2.0	-3.8	-6.9	-5.9	-2.2
Cc1cccc(C)c1NC(=O)COC(=O)c1cc(=O)c2ccccc2o1	-4.8	0.4	-2.8	7.5	-6.6	-7.9	3.9	2.9	6.1	0.9	2.2
COc1ccc(C(NC(=O)C2CCN(CCc3ccccc3)CC2)c2ccccn2)cc1 (configuration not stated)	-27.5	9.1	-5.8	3.4	-0.6	.	-31.5	-8.9	-7.4	2.1	.
CCC(C)NCCCCOc1cc(C)cc(C(C)C)c1 (configuration not stated)	2.4	-5.5	-4.3	11.8	4.2	13.5	10.9	14.3	-9.3	3.6	-0.6
COc1ccc(N(CCC#N)S(=O)(=O)c2ccc(Cl)cc2)cc1	-9.2	-3.1	-8.1	-3.3	6.8	5.3	7.2	-2.3	5.0	0.1	2.9
COc1ccccc1NS(=O)(=O)c1ccc(C)c(C(=O)Nc2cc(C)on2)c1	15.2	2.4	-7.9	16.3	2.7	0.2	-11.1	18.1	-23.7	1.8	.
CCN(C(=O)COC(=O)CNC(=O)c1ccc(C)s1)c1ccccc1	-2.0	5.4	2.8	7.6	3.7	11.4	4.2	13.9	7.6	-0.8	5.3
CC(=O)NC(C)(c1ccccc1)c1nc(-c2ccc(F)c(Cl)c2)cs1 (configuration not stated)	-4.3	-1.3	-4.7	18.4	8.3	.	14.0	18.2	15.2	-17.2	.
CCN(C(=O)c1cc2ccccc2oc1=O)c1cccc(C)c1	-26.3	8.2	-8.7	-23.9	-2.2	-16.5	-28.2	-49.8	-16.1	10.8	0.7
COc1ccc(C2=NOC(C(=O)NC(C)C)C2)cc1 (configuration not stated)	-2.5	10.2	-8.9	-15.5	5.0	-11.7	5.8	-10.2	2.0	4.7	2.0
CCOC(=O)c1[nH]cnc1C(=O)NCc1ccccc1	-3.4	0.9	-9.9	8.4	-16.2	-0.1	-1.3	5.5	-10.5	29.2	2.7
COC(=O)CC1(C(=O)OC)Oc2ccc(Br)cc2C(=O)N1c1ccc(Br)cc1Cl (configuration not stated)	-15.3	-23.1	-5.0	-7.5	-2.7	15.2	83.5	36.2	15.5	-2.0	3.6
CCOC(=O)CN1CC23C=CC(O2)C(C(=O)NC2CCCC2)C3C1=O (configuration not stated)	-19.5	0.2	-2.0	12.0	.	-0.3	-3.7	-0.4	19.6	-16.6	-0.1
CCOc1cc(-c2noc(N)c2C(=O)OC)cc(OCC)c1OCC	-26.5	-3.6	-8.1	18.1	4.9	4.9	-15.4	12.4	8.5	-9.2	-1.9
Cc1ccc(NC(=O)c2ncn(CC(=O)NCc3ccc4[nH]ccc4c3)n2)cc1C	-11.8	.	-6.4	-114.2	6.2	-18.7	-23.9	-133.1	-17.0	12.9	.
CCOC(=O)C1(Cc2ccccc2)CCCN(Cc2ccncc2)C1 (configuration not stated)	0.3	4.1	-27.2	18.5	3.8	5.2	13.5	6.2	1.7	-1.6	-0.2
CCNC(=O)COC(=O)/C=C/c1cccc([N+](=O)[O-])c1	-26.9	11.9	-6.5	10.7	7.7	6.5	-10.1	-10.5	-9.0	-1.5	-8.8
CC(=O)Oc1ccc(C)cc1N1C(=O)c2ccc(C(=O)O)cc2C1=O	-0.1	11.3	.	6.4	-2.2	-2.1	-10.0	-0.2	-14.6	3.7	-3.0
Cc1ccccc1NC(=O)/C=C/c1ccc([N+](=O)[O-])s1	84.8*	.	.	85.9*	-4.7	92.5*	93.2*	107.2*	66.4*	-59.4*	0.3
NC(Cc1ccc(Cl)cc1)c1csc(NC(=O)Nc2ccccc2-c2ccccc2)n1 (configuration not stated)	9.9	-10.0	-4.1	9.1	14.9	.	18.7	89.6*	33.0	-33.6	.
O=C1CC(C(=O)Nc2ccc(F)cc2)S/C(=N\N=C\c2ccco2)N1 (configuration not stated)	-12.8	1.0	-6.0	17.8	1.1	6.6	4.7	10.2	8.9	-0.1	1.3
O=C(CCNS(=O)(=O)c1cccc2nsnc12)NCc1cccs1	-18.7	7.5	-4.7	17.7	21.9	0.5	4.4	6.4	4.3	-10.7	2.7
C=C(C)COc1ccc(-c2n[nH]c(C)c2-c2ccc(OC)cc2)c(O)c1	-21.9	-20.5	-5.5	18.7	2.4	5.7	39.5	79.9*	-10.7	-15.4	3.7
Cc1cc(C)nc(SCc2ccc(C(=O)NN=C3C4CC5CC(C4)CC3C5)cc2)n1	-17.1	.	-5.0	22.8	0.6	6.1	13.8	6.1	-14.8	15.9	-4.5

canonical_smiles	NR2E3 ag-2	Vif imaging	CaV13 ICDI inh	HIF-2a block	PDI inh	TRPM1 prom inh	Shn3 3UTR inh	Peg3 promoter	CF NFkB inh	KKLEB cytotox	NR2E3 ag-1
O=C(COc1cccnc1[N+](=O)[O-])N1CCN(C(=O)c2ccco2)CC1	-0.9	0.5	-6.1	22.8	3.3	17.0	10.0	-8.4	1.8	5.1	2.2
CCCCn1c(O)c2n(c1=O)Cc1ccccc1N=C2c1ccc(C)cc1	-3.5	-3.1	-3.6	14.6	.	.	-8.1	10.5	12.1	-2.8	.
O=C(Nc1ccc(Cl)cc1)N1CCC(c2nc(-c3ccccc3Cl)no2)CC1	39.6	-16.1	-2.6	-27.3	5.8	8.4	35.8	14.4	-13.9	4.5	1.7
COC(C(=O)C(O)C(C)O)C1Cc2cc3cc(OC4CC(OC5CC(O)C(O)C(C)O5)C(O)C(C)O4)c(C)c(O)c3c(O)c2C(=O)C1OC1CC(OC2CC(OC3CC(O)C(OC)C(C)O3)C(O)C(C)O2)C(O)C(C)O1 (configuration not stated)	96.1*	5.4	-23.4	-29.7	-0.1	56.2	-99.2	99.7*	90.4*	-33.8	.
CN(C(=O)COC(=O)c1ccccc1C(=O)N1CCN(c2ccccc2)CC1)c1ccccc1	16.8	-5.7	-19.7	-5.3	-4.1	4.5	7.5	7.0	6.9	-2.6	1.0
Cc1ccccc1-n1cc(-c2ccc(Br)cc2)nc1SCC(N)=O	-7.2	-1.3	-20.4	-4.2	9.6	-17.6	9.4	11.7	12.9	-11.3	-4.2
O=c1[nH]c(CN2CCN(c3ccccn3)CC2)nc2c(Br)cc(Br)cc12	9.8	-2.7	-2.0	17.2	-0.6	-1.7	14.4	6.4	22.4	-16.4	15.7
O=C(O)c1cccc2c1C(=O)c1ccc(-c3ccc(Cl)c(C(F)(F)F)c3)cc1S2(=O)=O	-19.8	8.7	.	-76.3	5.6	-7.4	2.2	-130.8	21.9	-3.4	4.6
COc1ccc(NC(=S)N(CCN(C)C)C(C)c2ccco2)cc1Cl (configuration not stated)	6.4	1.5	-2.8	12.8	14.8	-0.2	4.1	-6.3	5.6	-3.8	0.1
Cc1ccc2nc(C)cc(NCCO)c2c1	-20.4	4.2	0.0	8.4	1.0	-3.3	-13.9	10.6	-13.3	7.3	-0.2
COc1cccc(C(C)NC(=O)Nc2cc(Cl)ccc2OC)c1 (configuration not stated)	-6.4	1.2	4.3	15.0	1.3	-1.8	16.9	28.0	19.8	-20.1	0.0
Cc1ccc(Cl)cc1N1CCN(C(=O)C2CCCN(S(=O)(=O)c3cnc[nH]3)C2)CC1 (configuration not stated)	-2.9	-15.5	0.5	15.2	.	.	-0.7	7.8	3.3	17.9	1.8
Nn1c(SCC(=O)Nc2cccc(C(F)(F)F)c2)nncc1=O	1.6	1.7	-2.3	10.8	6.3	-6.4	-6.2	11.5	-21.8	5.3	2.4
COc1cccc(CNC(=S)Nc2ccc(Cl)cc2C)c1	-33.7	23.0	-7.0	16.5	6.3	1.2	10.2	23.5	-1.0	7.7	2.6
CCOc1ccc(CN(C)C(=O)[C@H](Cc2ccccc2)NC(=O)OCc2ccccc2)cc1OC	14.4	-4.1	-3.2	15.9	4.7	8.7	15.5	47.6	9.1	-6.4	0.5
COCCN(C(=O)CCC(=O)Nc1cc(C)on1)C(C(=O)NC1CCCC1)c1ccc(C(C)C)cc1 (configuration not stated)	-30.6	-7.9	-7.3	0.6	8.2	8.6	21.2	-3.7	2.1	5.4	4.6
COC(=O)c1c(C(=O)OC)c2n(c1C)CCC2	0.3	11.3	-5.5	15.2	-10.9	0.0	6.0	-4.7	8.8	2.6	0.2
COc1cc(C2CC(=O)C=C(O)C2)cc(OC)c1OC (configuration not stated)	14.5	-7.5	-8.1	14.2	-3.4	-2.1	1.2	9.0	0.1	6.6	0.9
CN1CCN(c2ccc(-c3ccnn3C(=O)Nc3ccccc3)cc2)CC1	-13.4	24.4	4.6	-155.5	3.8	-48.5	-58.2	-147.7	-12.3	4.7	2.2
CNC(=O)COc1ccccc1C(=O)Nc1ccc2c(c1)oc1ccccc12	1.5	?	-4.5	25.9	-8.4	-17.3	27.7	-43.6	4.0	0.7	-0.8

# Bioassay records: PubChem BioAssay, several laboratories
